Bioassay records (PubChem BioAssay)
HT1080 viability: cytotoxicity in HT1080 fibrosarcoma cells, cell-based, fluorescence readout (AID 620); HT1080 viability, fluorescence; higher % means a stronger effect; one-dose cytotoxicity, % at 10 µM; EC50 in µM for titrated hits; 0.42% of 87,000 active; in the data active = cytotoxicity above about 50%;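 note: cells exposed to compound overnight then 4 h with Alamar Blue; 0% = vehicle DMSO and 100% = killing control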
* marks the source's active call; other numbers are inactive results.

SMILES	HT1080 viability
Fc1ccc(/C=C2\CCCC3=C2Nc2ncnn2C3c2ccc(F)cc2)cc1 (centres undefined)	-32%
Cc1cc(C)n(-c2nc(N(C)C)nc(N3CCOCC3)n2)n1	23%
CCOc1cc(C=O)c(Br)cc1OC1CCCC1	0%
CCCC(=O)Nc1ccc2c(c1)nc(CCNC(=O)c1ccccc1)n2C	-7%
COc1ccc(N2CCC(CNC(=O)Nc3cccc(OC)c3)C2)cc1 (centres undefined)	-7%
COc1ccc2c(c1)c1ncn(CCN3CCCCC3)c(=O)c1n2C	-2%
COc1ccc(C2=NOC(C(=O)NCc3cccs3)C2)cc1OC (centres undefined)	60%*
O=C(c1ccccc1)n1ccc(-c2cnc(-c3ccccc3)s2)n1	-3%
CCOC(=O)C1=NNC(C(=O)c2ccc(OC)cc2)C1c1ccccc1 (centres undefined)	-8%
Cn1c(=O)c(=O)n(C)c2cc(S(=O)(=O)Nc3ccc(OC(F)(F)F)cc3)ccc21	-1%
O=C(NCC(=O)N1CCN(c2ncccn2)CC1)c1cccs1	-7%
O=C(Nc1ccc2c(c1)OCO2)c1ccc2nc[nH]c2c1	1%
Cc1oc(C(C)(C)C)cc1C(=O)Nc1cccc(C(=O)O)c1	1%
Cc1ccc(-c2cc(-c3ccccc3)c3c(N)c(S(C)(=O)=O)sc3n2)cc1	-2%
Cc1cc(C)c(C#N)c(Oc2ccccc2)n1	-20%
COc1ccc(CCNC(=O)COC(=O)c2ccc(Br)o2)cc1	-4%
CC(C)CNC(=O)CSc1nc(-c2cccs2)cc(C(F)(F)F)n1	-2%
CCC(=O)N(Cc1ccccc1)c1ccccn1	-4%
COc1ccc(NC(=O)CSc2nnc(-c3ccccn3)n2Cc2ccco2)cc1OC	-12%
Cc1ccc(SCCNC(=O)c2ccccc2)cc1	-13%

Brought forward from above: 2 compounds, followed by the next part.
SMILES	HT1080 viability
COc1ccc(NC(=O)CSc2nnc(-c3ccccn3)n2Cc2ccco2)cc1OC	-12%
Cc1ccc(SCCNC(=O)c2ccccc2)cc1	-13%
CCC1=C2CC[C@H]3C(=O)N(c4ccccc4)C(=O)[C@H]3[C@H]2[C@@]2(C)C(=NCc3ccccc3)OC(=O)N2C1=O	-4%
COc1ccc(NC(=O)Nc2ccccc2OC)cc1	-9%
CCc1ccc(NC(=O)CSc2nnc(-c3cccs3)n2CC)cc1	-11%
Cc1cc(Oc2ccccc2F)nc(NCc2ccccc2)n1	-6%
CC(C)(Oc1ccc(Br)cc1)C(=O)N1CCc2ccccc21	23%
COc1ccc(NC(=O)Nc2ccc(OC)cc2)cc1	7%
O=C(O)CN1C(=O)SC(Nc2ccccc2C(=O)O)C1=O (centres undefined)	-1%
CCn1nc(C)c(NC(=O)/C=C/c2ccc(OC)c(COc3ccc(Br)cc3)c2)c1C	16%
Cc1ccccc1Cn1c(=O)n(CCC(=O)NCc2ccc3c(c2)OCO3)c(=O)c2ccccc21	-7%
COc1ccc(Cl)cc1NC(=O)CCCN1C(=O)CCC1=O	18%
O=C(O)C(=O)/C(=C\c1ccccc1)c1ccc2ccccc2n1	0%
Cc1csc(-c2cnn(-c3ccccc3)c2NC(=O)c2ccc(C(F)(F)F)cc2)n1	-2%
C/C(=C\C(=O)c1ccc(Cl)cc1)Nc1ccc(N2CCOCC2)cc1	4%
CCn1nnnc1SCC(=O)Nc1nc(C)c(C)s1	15%
COCCNC(=O)c1ccc2c(=O)n(Cc3ccco3)c(SCC(=O)NC3CCCC3)nc2c1	11%
CCOC(=O)CSc1nc2cc(C(=O)N3CCCC3)ccc2c(=O)n1Cc1ccccc1	2%
NC(N)=NCCC[C@H](NC(=O)OCc1ccccc1)C(=O)O	-17%
CCN1CCN(CCC(=O)Nc2ccc3c(c2)OCO3)CC1	-5%
CCCCn1c(=N)n(CC(=O)c2ccco2)c2ccccc21	-2%
O=C(/C=C/NNC(=O)c1ccccc1)c1ccccc1	26%

A section of the results above:
SMILES	HT1080 viability
Cc1ccc(SCCNC(=O)c2ccccc2)cc1	-13%
CCC1=C2CC[C@H]3C(=O)N(c4ccccc4)C(=O)[C@H]3[C@H]2[C@@]2(C)C(=NCc3ccccc3)OC(=O)N2C1=O	-4%
COc1ccc(NC(=O)Nc2ccccc2OC)cc1	-9%
CCc1ccc(NC(=O)CSc2nnc(-c3cccs3)n2CC)cc1	-11%
Cc1cc(Oc2ccccc2F)nc(NCc2ccccc2)n1	-6%
CC(C)(Oc1ccc(Br)cc1)C(=O)N1CCc2ccccc21	23%
COc1ccc(NC(=O)Nc2ccc(OC)cc2)cc1	7%
O=C(O)CN1C(=O)SC(Nc2ccccc2C(=O)O)C1=O (centres undefined)	-1%
CCn1nc(C)c(NC(=O)/C=C/c2ccc(OC)c(COc3ccc(Br)cc3)c2)c1C	16%
Cc1ccccc1Cn1c(=O)n(CCC(=O)NCc2ccc3c(c2)OCO3)c(=O)c2ccccc21	-7%
COc1ccc(Cl)cc1NC(=O)CCCN1C(=O)CCC1=O	18%
O=C(O)C(=O)/C(=C\c1ccccc1)c1ccc2ccccc2n1	0%
Cc1csc(-c2cnn(-c3ccccc3)c2NC(=O)c2ccc(C(F)(F)F)cc2)n1	-2%
C/C(=C\C(=O)c1ccc(Cl)cc1)Nc1ccc(N2CCOCC2)cc1	4%
CCn1nnnc1SCC(=O)Nc1nc(C)c(C)s1	15%

(more compounds)
SMILES	HT1080 viability
O=C(C1c2ccccc2Oc2ccccc21)N1CCN(c2ccc(Cl)cc2)CC1	-1%
Cc1ccc(S(=O)(=O)N2CC3(C)CN(S(=O)(=O)c4ccc(C)cc4)CC(C)(C2)C3=O)cc1	1%
COc1ccc(C2(CNC(=O)CCC(=O)O)CCCC2)cc1OC	-4%
CCNC1=C(Cl)C(=O)c2ccccc2C1=O	-66%
O=C(CCCSc1nc(-c2ccco2)cc(C(F)(F)F)n1)NCC1CCCO1 (centres undefined)	-8%
O=C(NCCCN1CCN(c2cccc(Cl)c2)CC1)C1(S(=O)(=O)c2ccc(Cl)cc2)CC1	4%
N=c1sccn1CC(=O)N1CCc2ccccc21	-3%
C/C(=N\NC(=O)c1[nH]c2c([N+](=O)[O-])cc(C)cc2c1-c1ccccc1)c1cccnc1	-7%
N/C(COc1ccccc1)=N\NC(=O)c1cccnc1Oc1ccccc1	16%
Cc1cc(C(F)(F)F)nn1Cc1n[nH]c(=S)n1Cc1ccccc1	2%
CC1(C)CC(=O)c2cn3nc(C(F)(F)F)nc3nc2C1	-8%
CC1CN(S(=O)(=O)c2ccccc2)C(C)CN1S(=O)(=O)c1ccccc1 (centres undefined)	-13%
Clc1ccccc1-c1ccc(CN2CCN(c3ccccc3)CC2)o1	-3%
CCOC(=O)C1=C(C)N(CCCCCC(=O)O)C(=O)NC1c1ccc(Cl)cc1 (centres undefined)	2%
CCN(CC)S(=O)(=O)c1ccc(C(=O)NCc2ccc(C)cc2)cc1	13%
O=C(NCc1ccccc1)c1ccc2nccnc2c1	-10%
NC(=O)CN1CCN(c2nc(-c3ccc(F)cc3)cs2)CC1	-20%
O=C(O)Cc1c(O)ccc2ccccc12	-12%
CSc1nsc(SC)c1C(=O)N1CCN(S(=O)(=O)c2ccc(C)cc2)C1C(C)C (centres undefined)	6%
CCC(C)NCCOCCOc1ccc(F)cc1 (centres undefined)	2%
CCC(=O)Nc1cccc(-c2nnc(-c3cccc(NC(=O)CC)c3)o2)c1	-4%
CCOC(=O)C(=O)c1csc(NC(=O)COc2ccc(N(C)S(=O)(=O)c3ccc(F)cc3)cc2)n1	-5%
CCC1(C)N([O-])C(C)=C(c2ccccc2)[N+]1=O (centres undefined)	-4%
Cc1cc(C)nc(-n2nc(C)cc2NC(=O)CNCc2ccccc2)n1	13%
CCCCCOc1ccc(Br)cc1/C(C)=N/NC1=NCCN1	75%*
O=C(N[C@@H](c1ccccc1)[C@@H]1C[C@H]1C(=O)NCc1ccccn1)OCc1ccccc1	8%
O=C(CNCCO)N1CCc2ccccc21	5%
COC(=O)[C@@]1(Cc2ccccc2)[C@H]2c3cc(C(=O)N4CCCC4)n(Cc4cccc5ccccc45)c3C[C@H]2CN1C(=O)c1ccccc1	4%
CC1CC(C)CN(CC(=O)N2c3ccccc3CCc3ccccc32)C1 (centres undefined)	7%
O=C(NC1CCCCC1)c1ccccc1NC(=O)C1CC(=O)N(c2ccc(Cl)cc2)C1 (centres undefined)	6%
CCN(Cc1ccccc1)Cc1c(C)[nH]c2c(C)c(C)ccc2c1=O	0%
CCCc1nc2ccccc2c(C(=O)OCC(=O)NCc2ccco2)c1CC	8%
CCNC(=O)CCS(=O)(=O)c1ccc2ccccc2c1	-4%
COC(=O)C1(Cc2ccccc2)NC(c2ccc(F)cc2)C2C(=O)N(C)C(=O)C21 (centres undefined)	-13%
CCc1nc(N2CCN(C(=O)c3ccco3)CC2)c2c3c(sc2n1)CCCC3	24%
CCOc1ccc(=O)n(-c2ccccc2)n1	2%
CCCn1nc(Oc2nc(NCC)nc(NC(C)C)n2)ccc1=O	-10%
COc1ccc(NC(=O)Cn2c(=O)n(Cc3ccco3)c(=O)c3ccccc32)cc1	1%
Cc1cc(CNC(=O)C(C)Cc2ccccc2)nn1C (centres undefined)	-7%
COc1ccc(CN2CCSCC2)cc1O	-1%
Cc1ccc(C)c(NC(=O)c2ncn[nH]2)c1	18%
CC(=O)/C(C#N)=C1\NC(=O)C(Cc2ccc(C)c(C)c2)S1 (centres undefined)	-3%
Cc1cc(C)n(-c2cc(C(C)(C)C)nc3c(-c4ccc(Cl)cc4)cnn23)n1	-28%
COC(=O)N1CC=CC1(C)C(=O)NCC1CC1 (centres undefined)	-9%
Cc1ccc(C(=O)Nc2ccon2)cc1S(=O)(=O)N1CCCCCC1	3%
CCCc1nc2sc(C(=O)OCC)c(N)c2c2c1COC(C)(C)C2	25%
COc1ccc(OC)c(N(CC(=O)N2CCC(C)CC2)S(=O)(=O)c2ccc(OC)c(OC)c2)c1	-7%
Cc1ccc(NS(=O)(=O)c2cc(C(N)=O)ccc2C)cc1	-3%
Cc1ccc(C(=O)C2OC(=O)C(C)(C)C(=O)C2(C)C)cc1 (centres undefined)	3%
CCCCCCCCCCCNC(=O)c1ccoc1C	-19%
COc1ccc(NC(=O)c2sc3cc(C(F)(F)F)cnc3c2-c2cccs2)cc1	17%
Cc1nc(SCC(=O)N2CC(C)OC(C)C2)nc(C)c1C (centres undefined)	-3%
CCC/C=C(\CCC)C(NC(=O)OCC(C)C)c1ccc(C(=O)OC)cc1 (centres undefined)	-10%
O=C(NCc1ccccc1)c1ccc(C2SCC(=O)N2Cc2ccccc2)cc1 (centres undefined)	-10%
Cc1cnc(C(=O)OCC(=O)NC(C)C)cn1	-5%
COC(=O)[C@@]1(Cc2ccc(F)cc2)[C@H]2c3cc(C(=O)N(C)C)n(Cc4ccc(OC(F)(F)F)cc4)c3C[C@H]2CN1C(=O)c1ccccc1	-4%
Cc1cc(OCC(=O)NCC(C)C)cc(C)c1Br	-3%
O=C(Oc1cccnc1)c1cc(S(=O)(=O)N2CCOCC2)ccc1Cl	-3%
c1ccc(CNc2ncnc3c2oc2ccccc23)nc1	-7%
CCCCOc1ccc(C(O)(CC)CCN2CCOCC2)cc1 (centres undefined)	-6%

Remaining list, next part:
SMILES	HT1080 viability
CCC(=O)N(CCC1(C(C)C)CCOC(C)(C)C1)Cc1ccco1 (centres undefined)	-3%
Cc1cccc(NC(=S)NC2CC3CCCC(C2)N3CC(C)C)c1 (centres undefined)	-5%
CCOC(=O)C1=C(O)/C(=C/c2cc(OC)c(OC)c(OC)c2)N=C1C	-15%
CCCCSc1nnc(-c2ccc(NC(=O)CCc3ccccc3)cc2)n1C	15%
CC(=O)NC1(C(F)(F)F)C(=O)N(Cc2ccccc2)C2=C1C(=O)CC(C)(C)C2 (centres undefined)	-4%
CC1(C)CC(=O)C2=C(C1)N(Cc1ccco1)C(=O)C2(NC(=O)c1ccc(Cl)cc1Cl)C(F)(F)F (centres undefined)	-3%
C=CCc1ccc(OCCCCN2CC(C)OC(C)C2)c(OC)c1 (centres undefined)	-22%
Cc1ccc(S(=O)(=O)Nc2c(C)nn(C)c2C)cc1	30%
O=P(O)(CCc1ccccc1)C(O)c1ccccc1 (centres undefined)	-8%
N=C1C(=O)OCC1c1cc(Cl)ccc1NC(=O)Nc1ccccc1 (centres undefined)	10%
O=C(CSc1nnc(-c2ccncc2)n1CC1CCCO1)Nc1nccs1 (centres undefined)	-5%
CC1(C)C(=O)OC(C(=O)c2ccc(C(C)(C)C)cc2)C(C)(C)C1=O (centres undefined)	3%
CN(CC(=O)NCc1ccccc1)S(=O)(=O)c1cnc[nH]1	-13%
CCOC(=O)C1CCCN(S(=O)(=O)c2ccc(OC)cc2)C1 (centres undefined)	2%
O=C1CC(c2ccc(S(=O)(=O)Nc3cc(C(F)(F)F)cc(C(F)(F)F)c3)cc2)CN1 (centres undefined)	-9%
COc1ccc(NC(=O)C(CCS(C)(=O)=O)N2C(=O)c3ccccc3C2=O)cc1 (centres undefined)	2%
CCC(C)C(NC(=O)C1CCC(C)CC1)C(=O)NCc1ccccn1 (centres undefined)	-2%
O=[N+]([O-])c1ccc(-c2nnc(CSc3nc(-c4ccccc4)nc4ccc(F)cc34)o2)cc1	-10%
N/C(Cc1cccs1)=N\OC(=O)COc1ccc(Cl)cc1Cl	-5%
O=C(c1ccccc1)N1CCN(C(=O)c2ccncc2)CC1	-6%
O=C(CN1CCN(c2ncc(C(F)(F)F)cc2Cl)CC1)N1CCN(c2ncc(C(F)(F)F)cc2Cl)CC1	-2%
Cc1nc2c(C#N)c[nH]n2c(=O)c1Cc1ccccc1	4%
COC(=O)C1CCN(S(=O)(=O)c2ccc(NC(C)=O)cc2)CC1	12%
COc1ccc(OC)c(S(=O)(=O)Nc2ccc(C)c(C)c2)c1	-12%
O=C1CCCC2=C1C(c1ccc(Cl)cc1)N1C(=O)CCSC1=N2 (centres undefined)	0%
COc1cc(NC(=O)CCNC(=O)Cn2cnc3ccccc3c2=O)cc(OC)c1OC	7%
COC(=O)c1cn(CC(=O)N2C(C)CCCC2C)c2ccccc12 (centres undefined)	-2%
Cc1ccc(NC(=O)Nc2ccccc2C#N)c(Cl)c1	-1%
N#Cc1ccc(OCc2nnc(SCC(=O)c3ccccc3)n2-c2ccccc2)cc1	0%

Some of the compounds tested, so the mix of outcomes need not match the whole.
